BLM helicase inh = qHTS Assay for Inhibitors of Bloom's syndrome helicase (BLM); Potency, µM (highest dose often 56.1 µM), for inactives: at the highest dose activity change, negative = inhibition, actives largely listed as inhibitors; RecQ-like DNA helicase BLM (Homo sapiens), P54132; 350,000 tested, 0.2% active; AID 2528, 2010; recombinant BLM DNA unwinding, fluorescence dequenching;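 also: potency is read from the fitted curve at half-maximal effect; plate controls were vehicle for no effect and no enzyme for full effect; nearly all actives have a fitted effect of over 35% in size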
APE1 inh = qHTS Assay for Inhibitors of the Human Apurinic/apyrimidinic Endonuclease 1 (APE1). DNA repair nuclease/redox regulator APEX1 (Homo sapiens), P27695. recombinant APE1, TAMRA/BHQ-2 abasic DNA cleavage fluorescence. Potency, µM (top dose mostly 65.8 µM), for inactives: at the top dose activity change, negative = inhibition, most hits filed as inhibitors. 350,000 tested, 0.35% active;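 also: potency is read from the fitted curve at half-maximal effect; plate controls were vehicle for no effect and reference inhibitor for full effect; nearly all actives have a fitted effect of over 55% in size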
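Endonuclease cleavage of a quenched abasic-site DNA duplex (50 nM) by APE1 (0.75 nM) was tracked by TAMRA dequenching. Compounds were preincubated with enzyme 15 min at room temperature; data normalized to buffer-only and DMSO wells plus NSC13755 control.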
ERG Ets-DNA blk = qHTS for Small Molecule Inhibitors of the ERG Ets/DNA interaction. fluorescence polarization, His-ERG Ets domain / labelled DNA. Potency, µM (highest dose often 76.9 µM), for inactives: top-dose FP activity, negative = inhibition, usual class: inhibitors. 370,000 tested, 0.028% active; active = well fitted inhibition curve with a large enough effect in the polarisation, with a control signal flat; inconclusive = small, poorly fitted or top-dose-only effect, or effect the other way, or a change in a side signal; inactive = no such curve, though single readings can be large or run the other way; the % refers to the polarisation;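 also: polarization taken with two DNA probes labelled with fluorescein and Texas red; potency is read from the fitted curve at half-maximal effect; % of control where 0% means no effect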
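His-tagged ERG Ets domain (1 uM in the protein solution; 300mM KCl, 50mM Tris-HCl, 1mM EDTA, 1mM DTT, pH 7.5) received compound, then a probe mix of 5 nM fluorescein-DNA and 100nM Texas-615-DNA. Fluorescence polarization was read for both dyes.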
TRHR agonist = qHTS for Small Molecule Agonists and Allosteric Enhancers of Human TRH Receptor: Primary Screen for Agonists | Thyrotropin-releasing hormone receptor (Homo sapiens), P34981 | TRHR cells, calcium flux fluo-8, FDSS agonist mode | activation, % at 2 µM | 360,000 tested, 0.18% active; in the data active = activation above about 30%; also: 0% is about no effect
Target sequence (P34981 whole entry, looked up): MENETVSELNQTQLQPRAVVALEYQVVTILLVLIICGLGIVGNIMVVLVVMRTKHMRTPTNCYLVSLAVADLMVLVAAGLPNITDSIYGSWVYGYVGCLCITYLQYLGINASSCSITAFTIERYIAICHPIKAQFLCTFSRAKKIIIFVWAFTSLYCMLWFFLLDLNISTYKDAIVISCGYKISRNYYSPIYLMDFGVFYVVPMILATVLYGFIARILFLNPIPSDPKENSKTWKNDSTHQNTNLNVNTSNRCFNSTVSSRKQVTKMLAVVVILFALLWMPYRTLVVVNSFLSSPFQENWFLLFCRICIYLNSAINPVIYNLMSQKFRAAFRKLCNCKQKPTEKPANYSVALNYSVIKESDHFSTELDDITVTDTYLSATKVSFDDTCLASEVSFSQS
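TRHR-expressing cells, plated overnight in medium with 10% serum, were loaded with fluo-8 calcium dye at room temperature. After a 10 s baseline, library compound was pin-added and calcium release was recorded kinetically (ex 480/em 530) as agonist response.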
Pol iota inh = qHTS for Inhibitors of Polymerase Iota | Potency, µM (highest dose often 115 µM), without a hit: top-dose activity, negative = inhibition, most hits filed as inhibitors | AID 588590, 2011 | DNA polymerase iota (Homo sapiens), Q9UNA4 | 390,000 tested, 1% active | Pol iota fluorescent replication assay, 10 min; also: potency is read from the fitted curve at half-maximal effect
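Pol iota at 10 nM preincubated 15 min with compounds at room temperature; reaction started with fluorescent substrate, 50 nM final. Fluorescence read kinetically at 0 and 10 min; buffer-only wells as negative control.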
Anesthetic bind = qHTS Assay for Identification of Novel General Anesthetics | 350,000 tested, 0.074% active | AID 485281, 2010 | apoferritin/1-aminoanthracene competitive binding, fluorescence | Ferritin light chain (Equus caballus), P02791 | Potency, µM (top dose mostly 77.5 µM), inactives show at the top dose activity change, negative = displacement, hits mostly inhibitors; also: potency is read from the fitted curve at half-maximal effect; % is scaled to controls: 0 for no effect and ±100 for the full control effect; nearly all actives have a fitted effect of over 20% in size
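10 uM apoferritin + 50% sat. 1-AMA, PBS; cpd 10 min RT; Ex380/Em535 endpoint; normalized to free probe vs complex; 4-param Hill fit; propofol titration as pos. ctrl.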
POLB inh = qHTS Assay for Inhibitors of DNA Polymerase Beta. P06746. Pol beta primer extension/strand displacement, fluorescence kinetic. Potency, µM (titrated, usually from 114 µM), without a hit: at the top dose activity change, negative = inhibition, actives largely listed as inhibitors. 340,000 tested, 1.3% active. AID 485314, 2010; also: potency is read from the fitted curve at half-maximal effect; % is scaled to controls: 0 for no effect and ±100 for the full control effect
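Pol beta (10 nM) was preincubated with compound for 15 min at room temperature. The reaction was then started with 50 nM substrate and read immediately and after a further 10 min at room temperature.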
POLK inh = qHTS for Inhibitors of Polymerase Kappa. purified Pol kappa, fluorescent DNA synthesis assay, 10 min. Potency, µM (highest dose often 107 µM), without a hit: top-dose activity, negative = inhibition, most hits filed as inhibitors. 400,000 tested, 0.53% active. AID 588579, 2011; also: potency is read from the fitted curve at half-maximal effect; % is scaled to controls: 0 for no effect and ±100 for the full control effect
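Kinetic fluorescence readout at 0 and 10 min followed reaction start with substrate at 50 nM final. Beforehand, enzyme (10 nM Pol kappa) stood 15 min with compound at room temperature; buffer-only wells were negative controls.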
12-LOX inh = Primary qHTS assay for inhibitors of human arachidonate 12S-lipoxygenase (ALOX12): Round 2 | Polyunsaturated fatty acid lipoxygenase ALOX12 (Homo sapiens), P18054 | purified 12hLO, xylenol orange hydroperoxide absorbance | Potency, µM (doses to about 108 µM), inactives show at the top dose activity change, negative = inhibition, actives largely listed as inhibitors | 580,000 tested, 1.1% active | AID 1671190, 2021; also: potency is read from the fitted curve at half-maximal effect; % is scaled to controls: 0 for no effect and ±100 for the full control effect
Target sequence (P18054 whole entry, looked up): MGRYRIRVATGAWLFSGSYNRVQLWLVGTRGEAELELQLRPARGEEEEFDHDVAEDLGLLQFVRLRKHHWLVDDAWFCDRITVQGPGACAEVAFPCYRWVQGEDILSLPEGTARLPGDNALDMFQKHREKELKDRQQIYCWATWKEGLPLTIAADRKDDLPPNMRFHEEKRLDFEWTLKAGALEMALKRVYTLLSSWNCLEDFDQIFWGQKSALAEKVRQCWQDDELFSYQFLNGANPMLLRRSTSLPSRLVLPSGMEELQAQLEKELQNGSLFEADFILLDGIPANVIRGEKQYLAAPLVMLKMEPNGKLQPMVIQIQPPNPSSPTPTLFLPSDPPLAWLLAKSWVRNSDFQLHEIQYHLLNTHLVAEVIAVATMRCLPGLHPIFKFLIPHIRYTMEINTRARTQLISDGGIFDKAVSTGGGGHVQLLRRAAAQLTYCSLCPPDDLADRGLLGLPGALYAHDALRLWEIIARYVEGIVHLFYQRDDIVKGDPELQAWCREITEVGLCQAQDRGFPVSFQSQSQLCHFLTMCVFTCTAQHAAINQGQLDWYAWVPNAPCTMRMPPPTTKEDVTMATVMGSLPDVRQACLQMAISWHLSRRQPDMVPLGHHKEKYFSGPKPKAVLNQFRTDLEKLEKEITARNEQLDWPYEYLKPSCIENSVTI
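Purified human 12hLO at 150 nM in 25 mM Hepes, 0.01% Triton X-100, pH 7.0, preincubated 15 min at room temperature with compound. Reaction started with 40 uM arachidonic acid, 30 min at room temperature. Hydroperoxide measured by Fe-xylenol orange, 573/405 nm absorbance ratio.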
An asterisk follows results filed as active; u = inconclusive; x = no result given; & = joins results of further samples; [ ] = remark or other dose. Unless noted, calls follow the shape of the dose curve; as a rule, active = well fitted curve in the direction sought with a large enough effect; inconclusive = small, poorly fitted or top-dose-only effect, or another doubt; inactive = no such curve, though single readings can be large; an effect the other way counts as inactive or inconclusive. An excerpt; rates above refer to the full screens.

Start of the listing, in advance:
SMILES	BLM helicase inh	APE1 inh	ERG Ets-DNA blk	TRHR agonist	Pol iota inh	Anesthetic bind	POLB inh	POLK inh	12-LOX inh
CCOC(=O)c1cc(-c2cccc([N+](=O)[O-])c2)on1	0%	2%	3%	-1.1	-16%	-4%	5%	4%	0%
Cc1cccc(-c2c3c(=O)n(C)c(=O)n(C)c3cn2CCO)c1	-2%	13%	-19%	0.3	u	-7%	13%	4%	u
COc1ccc(-c2cc3ccccc3oc2=O)cc1NC(=O)c1ccc(Br)o1	u	0%	11%	-0.7	u	-4%	u	8%	481%[activator]

Main list, from the first entry:
SMILES	BLM helicase inh	APE1 inh	ERG Ets-DNA blk	TRHR agonist	Pol iota inh	Anesthetic bind	POLB inh	POLK inh	12-LOX inh
CCOC(=O)c1cc(-c2cccc([N+](=O)[O-])c2)on1	0%	2%	3%	-1.1	-16%	-4%	5%	4%	0%
Cc1cccc(-c2c3c(=O)n(C)c(=O)n(C)c3cn2CCO)c1	-2%	13%	-19%	0.3	u	-7%	13%	4%	u
COc1ccc(-c2cc3ccccc3oc2=O)cc1NC(=O)c1ccc(Br)o1	u	0%	11%	-0.7	u	-4%	u	8%	481%[activator]
COc1ccc(C(=O)NC(=S)N2CC(C)OC(C)C2)cc1OC (stereo not given)	1%	23%	-7%	0.4	24%	-3%	12%	-8%	-7%
Cc1ccc(S(=O)(=O)c2cn(CC(=O)Nc3ccccc3)c3ccc(F)cc3c2=O)cc1	2%	-6%	-11%	1.0	-7%	2%	4%	-8%	388%[activator]
Cc1ccc(Cn2c(SCC(=O)NCc3ccco3)nc3ccsc3c2=O)cc1	-5%	-4%	-1%	0.5	100µM*	-13%	-21%	-24%	-8%
Clc1ccccc1CSc1nnc([C@@H]2CCCN2)o1	1%	-2%	10%	0.3	181%[activator]	-19%	5%	-13%	-12%
NC(=O)c1c(NC(=O)c2ccccc2)sc2c1CCN(Cc1ccccc1)C2	-9%	8%	13%	53*	47%[activator]	43%[activator]	32%	-21%	6%
CC(=O)c1c(C)oc2ccc(N(C(C)=O)S(=O)(=O)c3cccc4cccnc34)cc12	2%	2%	5%	-0.3	12%	1%	-12%	-4%	3%
COc1ccc(N(C(=O)c2ccc(Cl)cc2)S(=O)(=O)c2ccc(C)cc2)cc1	-5%	x	0%	1.9	41%[activator]	-15%	1%	5%	-24%
Cc1ccccc1Nc1nnc(-c2ccc(C(=O)NCCO)cc2)c2ccccc12	2%	-11%	-10%	-0.9	8%	5%	25%	-23%	5%
Cc1ccc(Nc2ncc3c(n2)CC(C)(C)CC3=O)cc1	-1%	-2%	-3%	-0.1	-14%	-20%	0%	-6%	-6%
CCc1ccc(NS(=O)(=O)c2ccc(C)c(C(=O)N3CCOCC3)c2)cc1	-2%	17%	-14%	0.0	7%	-3%	-1%	12%	u
O=C(Nc1ccc(NC(=O)c2ccccc2Cl)nc1)c1ccco1	-3%	14%	-9%	0.3	17%	-7%	17%	1%	-20%
CCOC(=O)c1c(C)oc2nc(C)nc(NCC3CCN(Cc4cc(C)ccc4C)CC3)c12	-5%	x	-5%	1.9	20%	-21%	26%	-8%	-12%
COc1ccc(S(=O)(=O)N2CCN(C(=O)c3ccco3)CC2)cc1C(C)(C)C	-1%	-9%	-11%	0.8	-4%	-23%	6%	-10%	0%
Cc1ccc(NC(=O)COC(=O)C(NS(=O)(=O)c2ccc(Cl)cc2)C(C)O)cc1C (stereo not given)	0%	1%	3%	0.7	-4%	-9%	0%	-4%	-29%
CC(NC(=O)CN(C)CC(=O)Nc1ccc(Cl)cc1)c1ccc(F)cc1 (stereo not given)	x	22%	-5%	x	11%	x	x	-20%	u
CCCNC(=O)c1nnsc1S(=O)(=O)c1ccc(Cl)cc1	-2%	16%	-1%	12	33%[activator]	-5%	20%	-14%	-9%
CC(C)N(C(=O)COC(=O)c1cccc(C(=O)OCC(=O)N(C(C)C)C(C)C)n1)C(C)C	-7%	-5%	-4%	0.6	86%[activator]	2%	1%	1%	3%
CCCc1noc2c1/C(=N\O)CC(CC(C)SCC)C2 (stereo not given)	-6%	6%	-12%	-0.2	21%	2%	-4%	-13%	-18%
COc1ccc(OC)c(NC(=O)c2[nH]c(C)c(C(C)=O)c2C)c1	-3%	0%	-1%	0.1	9%	-7%	1%	-7%	0%
CC(C)(C)NC(=O)NC(=O)COC(=O)c1ccc(OC(F)(F)F)cc1	-6%	3%	-7%	-1.7	88%[activator]	u	0%	-15%	u
CCOC(=O)C1=C(N)Oc2cc(C)[nH]c(=O)c2C1c1ccncc1 (stereo not given)	1%	-7%	-5%	0.2	9%	-6%	0%	-3%	6%
Cc1ccc(S(=O)(=O)N2CCOCC2)cc1C(=O)NCCN1C(=O)S/C(=C\c2ccccc2Cl)C1=O	-3%	0%	-9%	-0.5	-10%	u	19%	-17%	-4%
O=C(NCCN1CCOCC1)C1CCC(=O)N1Cc1ccccc1Cl (stereo not given)	-1%	-1%	-10%	-0.1	-2%	-2%	4%	-9%	291%[activator]
Cc1cccc(N2CCN(C(=O)C3CCC(=O)N(C4CC4)C3)CC2)c1C (stereo not given)	-2%	13%	-8%	-0.1	25%	-5%	3%	3%	0%
Cc1ccc(C)c(-n2c(Cc3cc(=O)[nH]c(=O)[nH]3)nnc2SCC(=O)NCc2ccco2)c1	x	x	-5%	x	u	x	x	u	u
CCOc1ccc(N=C(/C(C(=O)C(=O)N2CCOCC2)=C(/O)c2ccccc2)c2ccccc2)cc1	-6%	14%	8%	0.1	29%	3%	2%	-12%	201%[activator]
N/C(=N\OC(=O)c1ccc(Br)cc1)c1ccccc1	-3%	1%	-1%	0.0	u	-9%	7%	-6%	0%
COc1ccc(S(=O)(=O)N(C)C(C)CCc2ccco2)cc1 (stereo not given)	-8%	1%	5%	-1.0	-17%	-14%	u	-22%	u
CC1CN(S(=O)(=O)c2ccccc2)CC(C)O1 (stereo not given)	-2%	0%	3%	0.0	4%	0%	0%	-1%	-13%
CCC(=O)Nc1ccc(Cl)c(NC(=S)NC(=O)COc2ccccc2)c1	-1%	12%	-5%	0.1	35%[activator]	1%	9%	-21%	-7%
CCOC(=O)CC(NC(=O)CCc1c(C)nc2c(c(C)nn2-c2ccc(C)c(C)c2)c1C)c1ccc(C)cc1 (stereo not given)	-3%	x	-15%	0.8	15%	7%	-5%	-22%	-22%
c1ccc(Cc2nnc(N3CCOCC3)c3ccccc23)cc1	1%	-2%	0%	-0.4	12%	-9%	-12%	4%	0%
CCc1ccc(-n2c(=O)c3cccnc3n2CC(=O)Nc2cc(OC)ccc2OC)cc1	-11%	x	1%	0.2	-17%	-10%	-1%	-12%	-2%
CC(=O)Nc1nnc(SCC(=O)Nc2ccc3c(c2)OCCO3)s1	-10%	21%	12%	0.9	33%[activator]	2%	20%	-4%	0%
CCCCNC(=O)O[C@H]1C[C@@H]2CCN3C(=O)CCC[C@H]([C@H]1Cc1ccccc1)[C@H]23	0%	5%	2%	0.1	-28%&12%	-9%	73%	-18%&-8%	6%
COc1ccc(CCNC(=O)C(=O)NCC(c2ccco2)S(=O)(=O)c2ccccc2)cc1OC (stereo not given)	1%	x	4%	-0.3	25%	-2%	-20%	-9%[60.1 µM]	-7%
CCn1c(/C=C/c2ccccc2F)nc2ccccc2c1=O	-9%	17%	5%	0.0	93%[activator]	-20%	1%	-9%	-2%
CC(=O)c1ccc(C(=O)N2CCCC(CO)(Cc3ccccc3C)C2)s1 (stereo not given)	-1%	5%	3%	-0.2	31%[activator]	-10%	u	-16%	-11%
Cc1ccc(/C=C/C(=O)OCC(=O)Nc2cccc(S(=O)(=O)N(C)C)c2)o1	-6%	0%	1%	-0.6	1%	u	-19%	-8%	0%
c1cc2cn[nH]c2cc1NC1CCCCCC1	u	-2%	x	-0.4	11%	u	9%	-10%	-17%
O=C(O)CC1(CC(=O)Nc2cc(F)ccc2Cl)CCCCC1	0%	2%	-5%	-0.6	31%	-2%	15%	3%	22%
CCCCN(CC)c1nc(N)c2c(N)nc(OCC)cc2c1C#N	-15%	9%	-2%	4.4	u	-15%	-11%	-19%	0%
S=C(NCc1ccco1)Nc1ccc(N2CCOCC2)cc1	-5%	-2%	-5%	0.7	9%	4%	-24%	-2%	4%
Cc1c(CC(=O)NCCc2ccccc2)c(=O)oc2c(C)c3occ(C(C)(C)C)c3cc12	-4%	x	6%	0.8	-7%	u	3%	-5%	0%
CC1(C)CC(=O)C(C(c2ccc(F)cc2)C2C(=O)CC(C)(C)CC2=O)C(=O)C1	-7%	12%	-2%	0.0	-5%	-8%	35%	-1%	-2%
COc1ccc(CCNC(=O)C2CCN(C(=O)c3cccs3)CC2)cc1	-2%	-3%	2%	-0.2	0%	-6%	16%	3%	-8%
O=C(NCCS(=O)(=O)NCc1ccc(F)cc1)c1ccccc1	x	11%	-4%	-0.6	13%	x	x	-9%	-3%

Bioassay records deposited in PubChem BioAssay by National Center for Advancing Translational Sciences (NCATS).
